HCMV inh: qHTS Assay for inhibitors of the human cytomegalovirus (HCMV) | activity change, negative = inhibition, % at 57.5 µM | AID 1259415, 2018 | 4.5% of 410,000 active | HFF cells, HCMV-luciferase reporter, 72 h; hits give low values; in the data active means activity change below about -60%; inconclusive means no clear call, values can overlap the other calls; inactive means above about -39%; further: on the % scale 0 is the no-effect control and ±100 the full control effect
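Human foreskin fibroblasts infected with luciferase-reporter HCMV at MOI 1 PFU/cell, compounds at two doses. Luciferase measured 72 h post infection; normalized to buffer-only basal and Salinomycin (10uM) controls.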
Giardia FBPA inh: qHTS Assay for Inhibitors of Fructose-1,6-bisphosphate Aldolase from Giardia Lamblia | 0.71% of 290,000 active | Potency, µM (titrated, usually from 59.6 µM), inactives show top-dose activity, negative = inhibition, most hits filed as inhibitors | AID 2451, 2010 | purified Giardia FBPA; further: potency means the concentration at half of the fitted maximal effect; on the % scale 0 is the no-effect control and ±100 the full control effect; nearly all actives have a fitted effect of over 55% in size
Target sequence (A8B2U2 whole entry, looked up): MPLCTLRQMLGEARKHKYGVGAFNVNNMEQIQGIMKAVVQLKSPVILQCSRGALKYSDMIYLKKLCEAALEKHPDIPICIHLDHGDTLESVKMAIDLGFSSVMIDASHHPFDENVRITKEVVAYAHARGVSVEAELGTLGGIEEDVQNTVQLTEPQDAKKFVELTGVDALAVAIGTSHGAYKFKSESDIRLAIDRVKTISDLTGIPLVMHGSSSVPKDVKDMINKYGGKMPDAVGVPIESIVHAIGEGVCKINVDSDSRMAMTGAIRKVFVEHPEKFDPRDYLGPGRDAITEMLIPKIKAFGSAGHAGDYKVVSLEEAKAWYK
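40 nM FBPA preincubated 10 min at RT with compound (up to 57.5 uM final), then substrate plus GAPDH/TPI/NAD/arsenate coupling and diaphorase/resazurin added. Fluorescence read after 20 min at RT, 525/598 nm.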
AmpC inh detg: qHTS Inhibitors of AmpC Beta-Lactamase (assay with detergent) | P00811 | AmpC hydrolysis of nitrocefin, absorbance 480 nm, 0.01% Triton | Potency, µM (highest dose often 114 µM), without a hit: top-dose activity change, negative = inhibition, hits mostly inhibitors | 0.041% of 370,000 active;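 further: potency means the concentration at half of the fitted maximal effect; 0% = no-compound wells and -100% = no-enzyme wells; nearly all actives have a fitted effect of over 25% in size; some results filed as inactive show a strong effect at the top dose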
Target sequence (P00811 whole entry, looked up): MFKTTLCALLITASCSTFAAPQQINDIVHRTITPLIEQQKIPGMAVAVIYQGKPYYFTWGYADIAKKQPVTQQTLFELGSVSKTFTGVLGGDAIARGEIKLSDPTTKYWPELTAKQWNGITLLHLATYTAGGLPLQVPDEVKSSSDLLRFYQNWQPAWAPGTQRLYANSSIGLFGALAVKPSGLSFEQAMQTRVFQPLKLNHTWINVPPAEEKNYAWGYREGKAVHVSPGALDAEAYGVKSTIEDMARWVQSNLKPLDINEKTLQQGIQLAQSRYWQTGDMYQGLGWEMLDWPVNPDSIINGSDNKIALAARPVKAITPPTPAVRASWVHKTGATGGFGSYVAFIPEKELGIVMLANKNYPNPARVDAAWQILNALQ
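20 mM phosphate pH 7.0 + 0.01% (detergent screen) or 0.0001% Triton X-100; 5.3 nM AmpC reagent; cpd preinc 15 min RT; nitrocefin (800 uM stock) to start; A480 q20 s × 4 min; Activity was normalised to no-enzyme and no-compound control wells.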
AmpC inh no detg: qHTS Inhibitors of AmpC Beta-Lactamase (assay without detergent) | P00811 | AmpC nitrocefin hydrolysis, absorbance 480 nm, 0.0001% Triton | Potency, µM (top dose mostly 57.1 µM), without a hit: at the top dose activity change, negative = inhibition, actives largely listed as inhibitors | 0.52% of 330,000 active | AID 485341, 2010;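 further: potency means the concentration at half of the fitted maximal effect; plate controls were no compound for no effect and no enzyme for full effect; nearly all actives have a fitted effect of over 20% in size; some results filed as inactive show a strong effect at the top dose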
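AmpC (5.3 nM in the dispensed reagent) in 20 mM phosphate pH 7.0 with 0.01% (detergent screen) or 0.0001% Triton X-100 was preincubated with compounds for 15 min at room temperature. Nitrocefin was then added from an 800 uM solution, and hydrolysis was followed at 480 nm.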
Cycloheximide cs: Cycloheximide Counterscreen for Small Molecule Inhibitors of Shiga Toxin; cell reporter, cycloheximide protein synthesis inhibition counterscreen; max response, %; 12% of 300,000 active; AID 2314, 2010; in the data active means max response mostly above about 13%, no sharp cut-off; inactive means mostly below about 14%; further: read at 38.3 µM for the half of the compounds with a filed dose; 0% is about no effect
AMA1-RON2 inh: qHTS for Inhibitors of AMA1-RON; Towards Development of Antimalarial Drug Lead: Primary Screen. AlphaScreen AMA1-biotinylated RON2 peptide binding. Potency, µM (series often up to 58.2 µM), inactives show top-dose activity change, negative = inhibition, usual class: inhibitors. 0.2% of 360,000 active;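 further: potency means the concentration at half of the fitted maximal effect; 0% = vehicle wells and -100% = peptide control; nearly all actives have a fitted effect of over 45% in size; some results filed as inactive show a strong effect at the top dose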
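AMA1 (3D7) with his tag at 25 nM final met compounds first, then biotinylated RON2 peptide at 25 nM; detection used donor plus acceptor beads, 10 µg/mL apiece, read by AlphaScreen after 30 min at room temperature.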
Shiga inhibitor: A qHTS for Small Molecule Inhibitors of Shiga Toxin | Vero cells, Shiga toxin protein synthesis inhibition reporter | inhibition, % at 38.7 µM | 9.2% of 290,000 active; in the data active means inhibition mostly above about 28%, no sharp cut-off; inactive means mostly below about 43%; further: 0% is about no effect
Numbers without * were called inactive; & = joins results of further samples; [ ] = another dose, or the depositor's remark. Unless noted, the call rests on the fitted dose curve; in most records, active means well fitted curve in the direction sought with a large enough effect; inconclusive means small, poorly fitted or top-dose-only effect, or another doubt; inactive means no such curve, though single readings can be large; an effect the other way counts as inactive or inconclusive. Compounds were not picked by outcome. Share with any hit: about 16%.

How did CCCOc1ccc(C(=O)CCC(=O)OC(C)C(=O)Nc2ccc(NC(C)=O)cc2)cc1 (stereo not given) do in these assays?
HCMV inh: -2.0; AmpC inh detg: inconclusive; AmpC inh no detg: 1.8%; AMA1-RON2 inh: 1.2%

Results for Cc1cc(C)n(CCC(=O)N/N=C/c2ccc(Cl)c([N+](=O)[O-])c2)n1 ?
HCMV inh: 34.6; Giardia FBPA inh: 0.7%; AmpC inh detg: 4.0%; AmpC inh no detg: 14.0%; Cycloheximide cs: -1.3; AMA1-RON2 inh: -1.8%; Shiga inhibitor: -6.4

What do the screens show for `CCCN(CC(=O)Nc1ccccc1OC)C(=O)c1cc(S(=O)(=O)NCc2ccccc2)ccc1C`?
HCMV inh: 15.5; Giardia FBPA inh: 6.9%; AmpC inh detg: 5.8%; AmpC inh no detg: 15.7%; Cycloheximide cs: -2.8; AMA1-RON2 inh: 39.3%[activator]; Shiga inhibitor: -4.5

What do the screens show for `O=S(=O)(c1ccc(OCC(O)CNCc2ccco2)c(Cl)c1)N1CCOCC1` (stereo not given)?
HCMV inh: -21.1; Giardia FBPA inh: 21.0%; AmpC inh detg: 4.3%; AmpC inh no detg: 67.8%[activator]; Cycloheximide cs: -2.7; AMA1-RON2 inh: 14.4%; Shiga inhibitor: 20.5

Results for COc1ccc2cc(OCC(=O)NNC(=O)Nc3ccc(OC)c(OC)c3)ccc2c1 ?
HCMV inh: 13.5; AmpC inh detg: -2.1%; AmpC inh no detg: -8.4%; Cycloheximide cs: -4.1; AMA1-RON2 inh: -10.4%; Shiga inhibitor: -45.4

How did COC(=O)CSC(=S)N1CCCC(C)C1 (stereo not given) do in these assays?
HCMV inh: 12.4; Giardia FBPA inh: 2.3%; AmpC inh detg: -3.3%; AmpC inh no detg: -38.8%; Cycloheximide cs: -1.0; AMA1-RON2 inh: -1.9%; Shiga inhibitor: -17.0

What do the screens show for `CCOC(=O)c1nn(-c2ccc3c(c2)OCCO3)cc1O`?
HCMV inh: 62.7; Giardia FBPA inh: -1.4%; AmpC inh detg: inconclusive; AmpC inh no detg: -30.1%; Cycloheximide cs: 39.5*; AMA1-RON2 inh: -1.8%; Shiga inhibitor: 84.2*

How did CC(C)(C)c1ccc(OCCNC(=O)Cc2ccc(F)cc2)cc1 do in these assays?
HCMV inh: -23.5; Giardia FBPA inh: 4.3%; AmpC inh detg: 2.1%; AmpC inh no detg: -4.2%; Cycloheximide cs: -0.9; AMA1-RON2 inh: 11.7%; Shiga inhibitor: -1.9

What do the screens show for `Cc1ccc(C(=O)NCCSc2ccc(Cl)cc2)cc1[N+](=O)[O-]`?
HCMV inh: -3.3; Giardia FBPA inh: -6.4%; AmpC inh detg: -0.7%; AmpC inh no detg: -21.5%; Cycloheximide cs: 5.8; AMA1-RON2 inh: -3.4%; Shiga inhibitor: 4.1

What do the screens show for `COCCn1c(C)cc(C(=O)CSc2ccc3ccccc3n2)c1C`?
HCMV inh: 143.2; Giardia FBPA inh: -0.2%; AmpC inh detg: -5.3%; AmpC inh no detg: 36.6%; Cycloheximide cs: 38.7*; AMA1-RON2 inh: -10.1%; Shiga inhibitor: 50.0*

Results for CCCCN(CCCC)CP(=O)(c1ccccc1)c1ccccc1 ?
HCMV inh: -19.1; Giardia FBPA inh: 2.4%; AmpC inh detg: 1.1%; AmpC inh no detg: 50.8%; Cycloheximide cs: -4.4; AMA1-RON2 inh: 0.0%; Shiga inhibitor: -13.0

How did Cc1cccc(NC(=O)CSc2nc3ccccc3nc2N2CCCCC2)c1 do in these assays?
HCMV inh: -84.0*; Giardia FBPA inh: 3.8%; AmpC inh detg: -13.9%; AmpC inh no detg: -33.1%; Cycloheximide cs: -3.6; AMA1-RON2 inh: 30.1%[activator]; Shiga inhibitor: 2.7

Results for Cn1c(C(=O)NCCCN2CCc3ccccc3C2)cc2c(=O)n(C)c3ccccc3c21 ?
HCMV inh: 32.0; Giardia FBPA inh: inconclusive; AmpC inh detg: -8.6%; AmpC inh no detg: 89.4%[activator]; Cycloheximide cs: -5.3; AMA1-RON2 inh: -23.6%; Shiga inhibitor: -5.4

Results for O=C(NCc1ccccn1)c1ccc(CNS(=O)(=O)c2cccc(Cl)c2)cc1 ?
HCMV inh: 9.6; Giardia FBPA inh: 5.0%; AmpC inh detg: -6.6%; AmpC inh no detg: -8.4%; Cycloheximide cs: -2.0; AMA1-RON2 inh: 13.8%; Shiga inhibitor: -15.9

How did O=C1NC(=O)C(=Cc2coc3ccc(O)cc3c2=O)C(=O)N1 do in these assays?
HCMV inh: 5.0; Giardia FBPA inh: -8.1%; AmpC inh detg: 4.9%; AmpC inh no detg: -24.1%; Cycloheximide cs: -2.4; AMA1-RON2 inh: -10.1%; Shiga inhibitor: -2.3

Results for Cc1ccccc1-c1nnc(CS(=O)(=O)c2ccccc2)o1 ?
HCMV inh: 37.2; Giardia FBPA inh: 8.8%; AmpC inh detg: -2.2%; AmpC inh no detg: -17.2%; Cycloheximide cs: 43.4*; AMA1-RON2 inh: 14.9%; Shiga inhibitor: 60.8*

How did CC(C)(C)NS(=O)(=O)c1ccc(OCC(=O)Nc2ccc3c(c2)OCCO3)cc1 do in these assays?
HCMV inh: -8.9; Giardia FBPA inh: 1.5%; AmpC inh detg: -11.3%; AmpC inh no detg: -31.7%; Cycloheximide cs: -3.4; AMA1-RON2 inh: -14.9%; Shiga inhibitor: 13.7

Results for CN(C)S(=O)(=O)c1cccc2nsnc12 ?
HCMV inh: -11.8; Giardia FBPA inh: -13.1%; AmpC inh detg: inconclusive; AmpC inh no detg: -13.6%; Cycloheximide cs: -2.7; AMA1-RON2 inh: 36.3%[activator]; Shiga inhibitor: -6.3

How did NC(=O)NOCc1ncc(C(F)(F)F)cc1Cl do in these assays?
HCMV inh: 5.9; Giardia FBPA inh: 3.5%; AmpC inh detg: -7.7%; AmpC inh no detg: -10.5%; Cycloheximide cs: -2.9; AMA1-RON2 inh: 1.2%; Shiga inhibitor: 8.3

Results for CC1CCCC(C)N1CC(O)COc1ccc(Cl)cc1 (stereo not given) ?
HCMV inh: 10.2; Giardia FBPA inh: 13.4%; AmpC inh detg: inconclusive; AmpC inh no detg: -7.3%; Cycloheximide cs: 4.8; AMA1-RON2 inh: 13.0%; Shiga inhibitor: 9.6

Brought forward from above: 2 compounds, then new ones.
How did NC(=O)NOCc1ncc(C(F)(F)F)cc1Cl do in these assays?
HCMV inh: 5.9; Giardia FBPA inh: 3.5%; AmpC inh detg: -7.7%; AmpC inh no detg: -10.5%; Cycloheximide cs: -2.9; AMA1-RON2 inh: 1.2%; Shiga inhibitor: 8.3

Results for CC1CCCC(C)N1CC(O)COc1ccc(Cl)cc1 (stereo not given) ?
HCMV inh: 10.2; Giardia FBPA inh: 13.4%; AmpC inh detg: inconclusive; AmpC inh no detg: -7.3%; Cycloheximide cs: 4.8; AMA1-RON2 inh: 13.0%; Shiga inhibitor: 9.6

Results for COc1ccccc1CNc1ccc(CNc2ncn[nH]2)cc1 ?
HCMV inh: 35.7; Giardia FBPA inh: 1.6%; AmpC inh detg: 6.6%; AmpC inh no detg: -5.1%; Cycloheximide cs: -1.2; AMA1-RON2 inh: -0.4%; Shiga inhibitor: 4.8

How did COc1cccc2sc(N(CCCN(C)C)C(=O)C(c3ccccc3)c3ccccc3)nc12 do in these assays?
HCMV inh: -30.1; Giardia FBPA inh: -0.8%; AmpC inh detg: -6.2%; AmpC inh no detg: 223.8%[activator]; Cycloheximide cs: -11.2; AMA1-RON2 inh: -25.0%; Shiga inhibitor: -14.3

How did CS(=O)(=O)N(CC(=O)N1CCN(c2ccc(F)cc2)CC1)C1CCCCC1 do in these assays?
HCMV inh: -9.8; Giardia FBPA inh: 8.6%; AmpC inh detg: -5.3%; AmpC inh no detg: 10.5%; Cycloheximide cs: -2.3; AMA1-RON2 inh: 0.0%; Shiga inhibitor: 28.0

How did CC(=O)N1CCC(C(=O)Nc2nc(-c3ccccc3)ns2)CC1 do in these assays?
Giardia FBPA inh: -1.3%; AmpC inh detg: 2.4%; AmpC inh no detg: -3.1%; Cycloheximide cs: 0.6; AMA1-RON2 inh: 0.0%; Shiga inhibitor: 25.4

How did COC(=O)N1[C@H](Cc2ccccc2)C=C[C@]1(C)C(=O)O do in these assays?
HCMV inh: 0.7; Giardia FBPA inh: 2.4%&3.4%; AmpC inh detg: inconclusive; AmpC inh no detg: -1.5%; Cycloheximide cs: -1.8; AMA1-RON2 inh: 23.0%; Shiga inhibitor: -7.8

How did CCOC(=O)C1CCN(C(=O)c2ccco2)CC1 do in these assays?
HCMV inh: 25.1; Giardia FBPA inh: 0.3%; AmpC inh detg: -14.3%; AmpC inh no detg: -3.8%; Cycloheximide cs: -3.4; AMA1-RON2 inh: 16.3%; Shiga inhibitor: -19.2

How did COC(=O)c1ccc(CSc2nc3ccc(S(=O)(=O)N4CCOCC4)cc3[nH]2)cc1 do in these assays?
HCMV inh: -26.5; Giardia FBPA inh: -17.5%; AmpC inh detg: -8.1%; AmpC inh no detg: -21.6%; Cycloheximide cs: 8.4; AMA1-RON2 inh: 2.0%; Shiga inhibitor: 14.2

What do the screens show for `CCN(CC)S(=O)(=O)c1ccc(C(=O)OCC(=O)NCCN2C(=O)CSC2=O)cc1`?
HCMV inh: 14.3; Giardia FBPA inh: -1.3%; AmpC inh detg: -3.9%; AmpC inh no detg: -23.5%; Cycloheximide cs: 1.0; AMA1-RON2 inh: 13.6%; Shiga inhibitor: -4.6

How did CCOc1ccc(NC(=O)CN(C)C(=O)c2n[nH]c(=O)c3ccccc23)cc1OCC do in these assays?
HCMV inh: -1.8; AmpC inh detg: -11.7%; AmpC inh no detg: -8.1%; AMA1-RON2 inh: -0.5%

What do the screens show for `Cn1c(Cn2c(=O)sc3ccccc32)nnc1SCC(=O)N1CCCC1`?
HCMV inh: -17.9; Giardia FBPA inh: -0.9%; AmpC inh detg: 5.7%; AmpC inh no detg: -0.5%; Cycloheximide cs: -1.6; AMA1-RON2 inh: 21.0%; Shiga inhibitor: 11.8

Results for COc1cc(-c2noc(C)c2C(=O)NCCc2c[nH]c3ccccc23)cc(OC)c1OC ?
HCMV inh: 97.4; Giardia FBPA inh: -0.7%; AmpC inh detg: inconclusive; AmpC inh no detg: -4.2%; Cycloheximide cs: -2.2; AMA1-RON2 inh: -8.4%; Shiga inhibitor: -4.4

What do the screens show for `O=C(NC1CCCCC1)C(=S)NCc1ccccc1`?
HCMV inh: 35.7; Giardia FBPA inh: 2.4%; AmpC inh detg: -5.2%; AmpC inh no detg: -53.2%; Cycloheximide cs: 20.9*; AMA1-RON2 inh: 75.3%[activator]; Shiga inhibitor: 82.7*

Results for O=C(c1cccc(S(=O)(=O)N2CCCC2)c1)N1CCCC(C(F)(F)F)C1 (stereo not given) ?
HCMV inh: -3.2; AmpC inh detg: inconclusive; AmpC inh no detg: -2.1%; AMA1-RON2 inh: 124.9%[activator]

Screens from PubChem BioAssay.
